USP2a block: qHTS Assay for Inhibitors of Ubiquitin-specific Protease USP2a Using CHOP2 as the Reporter. USP2 core, Ub-CHOP2 coupled fluorogenic reporter, 485/531. Potency, µM (doses to about 38.3 µM), for inactives: top-dose activity change, negative = inhibition, actives largely listed as inhibitors. 330,000 compounds, 0.01% hits. AID 463254, 2010;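 also: potency is read from the fitted curve at half-maximal effect; plate controls were DMSO wells for no effect and full inhibition by NEM control for full effect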
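Deubiquitinase activity read as fluorescence (485/531 nm) after Ub-CHOP2 cleavage activates the enterokinase reporter on its substrate; USP2 core 10nM, Ub-CHOP2 and substrate 25nM each, 30min compound preincubation then 60min RT; data normalized to NEM, curves fitted.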
uPA surface inh: qHTS for Inhibitors of Cell Surface uPA Generation; cell surface uPA generation assay, qHTS; 330,000 compounds, 0.31% hits; Potency, µM (top dose mostly 38.3 µM), without a hit: at the top dose activity change, negative = inhibition, usual class: inhibitors; active = well fitted inhibition curve with a large enough effect; inconclusive = small, poorly fitted or top-dose-only effect; inactive = no such curve, though single readings can be large or run the other way; tested in mouse RAW 264.7 cells; also: potency is read from the fitted curve at half-maximal effect; % is scaled to controls: 0 for no effect and ±100 for the full control effect; nearly all actives have a fitted effect of over 55% in size
TRPV1 agonist: HTS Assay for Compounds that Act as Agonists of the Vanilloid Receptor 1; Transient receptor potential cation channel subfamily V member 1 (Homo sapiens), Q8NER1; TRPV1-expressing cells, Fluo-8 calcium influx, agonist mode; activation, % at 8.33 µM; 320,000 compounds, 0.19% hits; AID 540275, 2011; in the data active = activation above about 80%; inconclusive = between about 30% and that limit; also: 0% is about no effect
Target sequence (Q8NER1 whole entry, looked up): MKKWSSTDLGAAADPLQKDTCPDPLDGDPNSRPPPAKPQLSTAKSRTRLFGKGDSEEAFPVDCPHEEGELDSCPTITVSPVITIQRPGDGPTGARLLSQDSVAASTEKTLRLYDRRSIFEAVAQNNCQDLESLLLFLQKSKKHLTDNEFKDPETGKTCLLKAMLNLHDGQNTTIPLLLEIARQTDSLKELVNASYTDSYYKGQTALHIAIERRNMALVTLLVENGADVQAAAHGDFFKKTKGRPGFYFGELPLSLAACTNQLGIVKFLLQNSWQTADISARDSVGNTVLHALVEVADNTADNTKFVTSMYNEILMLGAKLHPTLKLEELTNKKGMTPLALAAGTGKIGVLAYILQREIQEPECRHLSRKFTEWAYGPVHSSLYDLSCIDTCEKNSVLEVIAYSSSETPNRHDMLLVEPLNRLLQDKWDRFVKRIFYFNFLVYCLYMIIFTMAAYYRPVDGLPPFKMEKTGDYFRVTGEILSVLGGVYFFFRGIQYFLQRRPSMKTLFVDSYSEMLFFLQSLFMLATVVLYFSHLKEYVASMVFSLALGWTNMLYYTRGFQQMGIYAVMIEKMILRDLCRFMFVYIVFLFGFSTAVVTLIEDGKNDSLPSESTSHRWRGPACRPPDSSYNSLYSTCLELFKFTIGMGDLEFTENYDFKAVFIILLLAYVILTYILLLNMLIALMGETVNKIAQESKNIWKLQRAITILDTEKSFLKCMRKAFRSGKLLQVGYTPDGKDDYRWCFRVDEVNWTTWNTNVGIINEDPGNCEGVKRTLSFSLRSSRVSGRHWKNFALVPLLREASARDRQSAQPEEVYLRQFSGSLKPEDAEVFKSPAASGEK
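TRPV1-expressing cells were cultured overnight at 35.5C and loaded with Fluo-8 calcium dye for 40 to 90 min at room temperature. After a 10 s baseline, compound was added and calcium influx was read kinetically for 3 min (ex 480/em 520 nm).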
S-ASM inh: Inhibitors of Secretory Acid Sphingomyelinase (S-ASM): qHTS. Sphingomyelin phosphodiesterase (Homo sapiens), P17405. placental ASM, HMU-PC fluorogenic substrate, 60 min. 340,000 compounds, 0.006% hits. Potency, µM (titrated, usually from 57.5 µM), inactives show at the highest dose activity change, negative = inhibition, usual class: inhibitors; also: potency is read from the fitted curve at half-maximal effect
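Steps: dispense placental human ASM, pin compound, wait 10 min at room temperature, add HMU-PC0 substrate at 9 uM final, incubate 60 min at 37 °C, add stop solution raising pH to 10, read fluorescence.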
Integrin act MD: qHTS for Activators of Integrin-Mediated Alleviation for Muscular Dystrophy | alpha7betagal myoblasts, beta-gal FDG fluorescence, 48 h | Potency, µM (top dose mostly 38.3 µM), for inactives: at the highest dose activation, usual class: activators | 350,000 compounds, 0.064% hits;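 also: potency is read from the fitted curve at half-maximal effect; 100% = response of the positive control SU9516; nearly all actives have a fitted effect of over 60% in size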
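alpha7betagal+/- myoblasts (passage 13, 250/well) treated 48 h at 37C with compounds at 1:260 dilution of DMSO stock. Lysed, then beta-galactosidase activity read as FDG fluorescence (ex 480/em 540) after 30 min, with pre-read for autofluorescence.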
p53 reactivation: qHTS assay for re-activators of p53 using a Luc reporter; H1299 p53-A138V BP100-luciferase reporter, luminescence, 24 h; Potency, µM (highest dose often 92.2 µM), for inactives: top-dose activity change, positive = activation, actives largely listed as activators; 320,000 compounds, 0.063% hits; AID 504706, 2011; also: potency is read from the fitted curve at half-maximal effect; % of control where 0% means no effect; nearly all actives have a fitted effect of over 45% in size
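H1299 (p53-null), stable ts p53-A138V + BP100-Luc; 1000 cells/well, Opti-MEM/10% FBS; cpd 4 pt, 1:5; 24 h, 37 deg C, 5% CO2; detection reagent 10 min RT; luminescence.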
B2AR arrestin: qHTS assay of beta-arrestin-biased ligands of beta2-adrenergic receptor; beta-arrestin recruitment to beta2AR, cell-based reporter; Potency, µM (top dose mostly 46.1 µM), for inactives: at the highest dose activation, most hits filed as activators; 330,000 compounds, 0.02% hits;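 also: potency is read from the fitted curve at half-maximal effect; 0% = DMSO controls and full agonism = EC100 isoproterenol or metaproterenol; nearly all actives have a fitted effect of over 65% in size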
BRCA1 expr up: qHTS Assay to Identify Small Molecule Activators of BRCA1 Expression; 380,000 compounds, 1.1% hits; AID 624202, 2012; MCF7-BRCA1-FFLuc reporter, luminescence, 48 h; response scale: scaled: vehicle 0%, 10 µM genistein 100%; Potency, µM (titrated, usually from 46.1 µM), without a hit: at the top dose activation, actives largely listed as activators; also: potency is read from the fitted curve at half-maximal effect; nearly all actives have a fitted effect of over 80% in size; some results filed as inactive show a strong effect at the top dose
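48 h compound treatment of MCF7-BRCA1-FFLuc cells (phenol-red free MEM, 37 °C), then 15 min with luciferase substrate and luminescence imaging.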
ELG1 genotox: qHTS screen for small molecules that induce genotoxicity in human embryonic kidney (HEK293T) cells expressing luciferase-tagged ELG1; HEK293T ELG1-luciferase reporter, luminescence, 16 h; Potency, µM (series often up to 46 µM), for the others: at the top dose activity change, positive = activation, hits mostly activators; 330,000 compounds, 1.3% hits; AID 504466, 2011; also: potency is read from the fitted curve at half-maximal effect; % of control where 0% means no effect; nearly all actives have a fitted effect of over 60% in size
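Cells (2,000/well) expressing the ELG1-luciferase fusion are dosed by pin tool and kept 16 hr at 37 °C, 5% CO2. Signal comes from ONE-Glo luciferase reagent after 30 min at room temperature.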
TSG101-PTAP inh: qHTS Assay for Iinhibitors of HIV-1 Budding by Blocking the Interaction of PTAP/TSG101. Tumor susceptibility gene 101 protein (Homo sapiens), Q99816. Fluorescence polarization, FITC-PTAP peptide / Tsg101 binding. Potency, µM (highest dose often 115 µM), for inactives: at the top dose activity change, negative = inhibition, actives largely listed as inhibitors. 340,000 tested, under 10 active; active = well fitted inhibition curve with a large enough effect in the main read-out, with a control signal flat, not every such curve was filed as active; inconclusive = small, poorly fitted or top-dose-only effect, or effect the other way, or a change in a side signal; inactive = no such curve, though single readings can be large or run the other way; also: potency is read from the fitted curve at half-maximal effect; % of control where 0% means no effect
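Compounds were pin-transferred onto Tsg101 binding domain (10 uM final) in HEPES pH 7.5 buffer, then FITC-PTAP peptide was added at 50 nM final. After 20 min at RT, polarization reported peptide displacement across a qHTS concentration series.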
Eya2 inh: qHTS Assay for Inhibitors of the Phosphatase Activity of Eya2. recombinant Eya2, OMFP fluorescence dephosphorylation (OMFP is methylfluorescein phosphate). Potency, µM (top dose mostly 76.9 µM), for the others: top-dose activity, negative = inhibition, usual class: inhibitors. 330,000 compounds, 0.006% hits. AID 488837, 2010; also: potency is read from the fitted curve at half-maximal effect; % is scaled to controls: 0 for no effect and ±100 for the full control effect
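Eya2 protein (added as 0.2 uM solution) was preincubated with compound for 10 min at ambient temperature in 50 mM HEPES pH 7.5, 50 mM NaCl, 5 uM MgCl2, 0.05% BSA, 1 mM DTT. OMFP (added at 50 uM) then reacted 10 min; fluorescence read at 485/525 nm.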
* hit, by the source's call; ? = inconclusive; nt = not tested or not shown; [ ] = another dose, or the depositor's remark. Unless noted, calls follow the shape of the dose curve; as a rule, active = well fitted curve in the direction sought with a large enough effect; inconclusive = small, poorly fitted or top-dose-only effect, or another doubt; inactive = no such curve, though single readings can be large; an effect the other way counts as inactive or inconclusive.

SMILES	USP2a block	uPA surface inh	TRPV1 agonist	S-ASM inh	Integrin act MD	p53 reactivation	B2AR arrestin	BRCA1 expr up	ELG1 genotox	TSG101-PTAP inh	Eya2 inh
O=C(NC(=S)Nc1cc(C(F)(F)F)ccc1N1CCOCC1)c1ccc(-c2cccc(Cl)c2)o1	1%	3%	0	-6%	8%	-6%	-0.9%	-54%	-1%	-1%	2%
CCOc1ccc(CCNS(=O)(=O)c2ccc3c(c2)NC(=O)CO3)cc1OCC	1%	8%	-2	5%	21%	-3%	0.0%	4%	1%	-1%	4%
NS(=O)(=O)c1ccc(NC(=O)COC(=O)Cc2ccc(Cl)cc2)cc1	1%	0%	6	-1%	35%	3%	0.4%	-1%	1%	0%	-7%
CC(C)CCOc1ccc(C2(C)NC(=O)N(CN3CCOCC3)C2=O)cc1 (stereo unspecified)	5%	-6%	2	-1%	-35%	3%	-0.3%	4%	3%	-7%	-9%
COc1cc(N2CCCC2)ccc1C=O	0%	-11%	-1	8%	12%	-4%	0.3%	0%	4%	3%	-2%
COc1ccc(C(=O)NCC(=O)N/N=C/C(C)=C/c2ccco2)cc1OC	1%	-15%	-4	4%	?	-15%	-1.3%	-58%	-5%	-8%	0%
Cc1ccc(C(=O)CSc2nc(-c3ccccc3)cc(=O)[nH]2)cc1	2%	-1%	-4	-3%	-25%	-1%	-0.3%	0%	0%	-1%	-2%
CNC(=O)CSc1nc2cccnc2n1C1CCCCC1	3%	?	7	4%	7%	-2%	-0.2%	-32%	13%	-6%	4%
CCCOc1ccc(C=Nc2ccc(OC)c(S(=O)(=O)N3CCOCC3)c2)c(O)c1	2%	11%	1	7%	19%	2%	-0.2%	-1%	0%	-3%	-3%
CC1Oc2ccccc2C=C1C1/C(=C(/O)c2ccccc2)C(=O)C(=O)N1CCCN(C)C (stereo unspecified)	0%	4%	-5	4%	5%	-4%	-0.4%	-16%	1%	-8%	-24%
COc1ccc(NC(=O)c2cc(S(=O)(=O)N3CCOCC3)ccc2C)cc1S(=O)(=O)N1CCOCC1	1%	-4%	nt	3%	-4%	-2%	-0.3%	-6%	-1%	-2%	6%
CC(C)c1ccc(NC(=O)c2ccccc2NC(=O)C2CC=CCC2C(=O)O)cc1 (stereo unspecified)	3%	-7%	9	0%	?	29%	-0.2%	?	?	-1%	-5%
COc1ccc(N(C(=O)c2ccccc2OC(C)=O)C(C)C2CC2)cc1 (stereo unspecified)	nt	-4%	5	-4%	6%	nt	nt	6%	nt	-4%	nt
COc1ccc(OC)c(NC(=O)c2sc3nc(Cc4ccccc4)cc(C(F)(F)F)c3c2N)c1	1%	nt	4	-2%	16%	5%	-0.4%	-21%	-3%	-13%	27%
CC1(C)CC(NS(=O)(=O)c2cccc3ccccc23)CC(C)(C)N1	2%	6%	-2	nt	-25%	-5%	0.2%	0%	0%	2%	-25%
CCCC(NC(=O)C(C)Sc1nnnn1C1CC1)c1ccccc1 (stereo unspecified)	4%	4%	3	4%	?	-1%	-0.1%	0%	3%	0%	-5%
CCn1c(SCC(=O)N2CCCCC2C)nc2c1c(=O)n(C)c(=O)n2C (stereo unspecified)	-1%	0%	-3	-1%	-10%	0%	-2.0%	-16%	-13%	-2%	-17%
CC(=O)Nc1cc(C(=O)N2CCOCC2)ccc1S(=O)(=O)c1ccc(C)cc1	-7%	2%	0	0%	-23%	9%	-0.2%	10%	4%	0%	-3%
CCC1CCCCN1CCCNC(=O)CCCNC(=O)Cn1cnc2sc3c(c2c1=O)CCCC3 (stereo unspecified)	1%	-2%	-4	8%	29%	-5%	0.5%	-3%	-1%	-4%	2%
O=C(N/N=C/c1ccc(Cl)c([N+](=O)[O-])c1)c1cc(-c2ccccc2)nc2ccccc12	0%	7%	-1	-18%	?	-2%	0.0%	-87%	26%	-1%	-1%

At a glance, part of the list above.
SMILES	USP2a block	uPA surface inh	TRPV1 agonist	S-ASM inh	Integrin act MD	p53 reactivation	B2AR arrestin	BRCA1 expr up	ELG1 genotox	TSG101-PTAP inh	Eya2 inh
CCC1CCCCN1CCCNC(=O)CCCNC(=O)Cn1cnc2sc3c(c2c1=O)CCCC3 (stereo unspecified)	1%	-2%	-4	8%	29%	-5%	0.5%	-3%	-1%	-4%	2%
O=C(N/N=C/c1ccc(Cl)c([N+](=O)[O-])c1)c1cc(-c2ccccc2)nc2ccccc12	0%	7%	-1	-18%	?	-2%	0.0%	-87%	26%	-1%	-1%

For reference, eight of the compounds above.
SMILES	USP2a block	uPA surface inh	TRPV1 agonist	S-ASM inh	Integrin act MD	p53 reactivation	B2AR arrestin	BRCA1 expr up	ELG1 genotox	TSG101-PTAP inh	Eya2 inh
COc1ccc(N(C(=O)c2ccccc2OC(C)=O)C(C)C2CC2)cc1 (stereo unspecified)	nt	-4%	5	-4%	6%	nt	nt	6%	nt	-4%	nt
COc1ccc(OC)c(NC(=O)c2sc3nc(Cc4ccccc4)cc(C(F)(F)F)c3c2N)c1	1%	nt	4	-2%	16%	5%	-0.4%	-21%	-3%	-13%	27%
CC1(C)CC(NS(=O)(=O)c2cccc3ccccc23)CC(C)(C)N1	2%	6%	-2	nt	-25%	-5%	0.2%	0%	0%	2%	-25%
CCCC(NC(=O)C(C)Sc1nnnn1C1CC1)c1ccccc1 (stereo unspecified)	4%	4%	3	4%	?	-1%	-0.1%	0%	3%	0%	-5%
CCn1c(SCC(=O)N2CCCCC2C)nc2c1c(=O)n(C)c(=O)n2C (stereo unspecified)	-1%	0%	-3	-1%	-10%	0%	-2.0%	-16%	-13%	-2%	-17%
CC(=O)Nc1cc(C(=O)N2CCOCC2)ccc1S(=O)(=O)c1ccc(C)cc1	-7%	2%	0	0%	-23%	9%	-0.2%	10%	4%	0%	-3%
CCC1CCCCN1CCCNC(=O)CCCNC(=O)Cn1cnc2sc3c(c2c1=O)CCCC3 (stereo unspecified)	1%	-2%	-4	8%	29%	-5%	0.5%	-3%	-1%	-4%	2%
O=C(N/N=C/c1ccc(Cl)c([N+](=O)[O-])c1)c1cc(-c2ccccc2)nc2ccccc12	0%	7%	-1	-18%	?	-2%	0.0%	-87%	26%	-1%	-1%

(next part)
SMILES	USP2a block	uPA surface inh	TRPV1 agonist	S-ASM inh	Integrin act MD	p53 reactivation	B2AR arrestin	BRCA1 expr up	ELG1 genotox	TSG101-PTAP inh	Eya2 inh
COc1ccc(-c2nc(C#N)c(N3CCC(C(N)=O)CC3)o2)cc1OC	4%	0%	1	3%	4%	4%	-0.4%	-3%[1.84 µM]	8%	-8%	-2%
CC(=O)c1ccc(OCCCOc2cccc3cccnc23)cc1	0%	-1%	0	-3%	1%	9%	-1.0%	16%	-7%	-5%	-3%
CCCCCCNCCn1cnc2c(N)ncnc21	2%	nt	1	4%	-10%	-7%	-1.3%	-3%	5%	-8%	8%
Cc1c(N2C(=O)c3ccc(F)cc3C2=O)c(=O)n(-c2ccccc2)n1C	3%	0%	7	-1%	13%	-1%	-0.1%	0%	0%	-5%	1%
Cc1nc2ccc(F)cc2cc1C(=O)NCc1ccco1	3%	-2%	1	0%	55%	-11%	0.1%	2%	-4%	-5%	12%
CCCCOC(=O)Nc1cccc(C(=O)OCC)c1	2%	7%	23	0%	8%	3%	0.3%	?	?	0%	?
CC(=N\Nc1ccc(Cl)cc1)/C(=N/O)C(=O)Nc1ccccc1	2%	9%	-2	-13%	-19%	1%	-1.7%	-24%	0%	-2%	5%
COC(C[C@@H](O)C[C@@H](O)COCc1ccccc1)OC	-10%	-6%	-2	0%	2%	1%	-0.5%	-5%	3%	-1%	6%
CCOc1cccc(NC(=O)C2CCCN(S(=O)(=O)c3ccc(OC)cc3)C2)c1 (stereo unspecified)	-14%	nt	2	-3%	-18%[7.66 µM]	2%	0.5%	15%	-13%	-2%	9%
COC(=O)COc1cc(Cl)c(C=O)cc1OC	0%	4%	-4	-1%	16%	-3%	-0.1%	11%	0%	-1%	-11%
